Assay outcomes (PubChem)
D1 antagonist: blocks dopamine activation of the human D1 receptor | P21728 | 360,000 tested, 3.2% active | HEK293 TREx D1 cells, calcium flux, dopamine EC80; stronger effect = lower value | activity change, negative = inhibition, % at 10 µM; in the data active = activity change below about -30%; also: % is scaled to controls: 0 for no effect and ±100 for the full control effect
Target sequence (P21728 whole entry, looked up): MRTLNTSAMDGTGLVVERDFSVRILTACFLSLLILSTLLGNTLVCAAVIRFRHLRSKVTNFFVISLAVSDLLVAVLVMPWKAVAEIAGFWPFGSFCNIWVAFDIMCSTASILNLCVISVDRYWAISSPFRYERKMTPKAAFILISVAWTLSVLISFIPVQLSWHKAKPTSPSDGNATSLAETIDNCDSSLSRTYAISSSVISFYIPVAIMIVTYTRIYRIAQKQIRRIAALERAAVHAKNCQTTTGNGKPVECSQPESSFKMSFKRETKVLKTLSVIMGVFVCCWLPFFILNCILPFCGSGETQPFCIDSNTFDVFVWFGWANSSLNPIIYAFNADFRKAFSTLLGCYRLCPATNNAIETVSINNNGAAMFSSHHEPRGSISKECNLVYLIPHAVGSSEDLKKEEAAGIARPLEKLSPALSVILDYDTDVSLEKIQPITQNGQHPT
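Tetracycline-induced HEK293 Trex D1 cells, force-coupled to calcium, dye-loaded; compounds added and read 180 s, then EC80 dopamine added and calcium flux tracked kinetically another 180 s.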
D1 ag: agonists of human D1 dopamine receptor; activation, % at 2 µM; HEK293 T-REx D1 cells, calcium flux, agonist mode; 360,000 tested, 1% active; AID 504660; in the data active = activation above about 30%; also: 0% is about no effect
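Tetracycline-induced HEK293 TREx D1 cells, force-coupled to calcium signalling, were dye-loaded with a no-wash calcium kit. Compound was pin-added after a 10 s baseline. Fluorescence was read kinetically at 1 cycle/s for 180 s, with calcium rises flagged as agonism.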
Vif-A3G inh: blocks the Vif interaction with human APOBEC3G; Q9HC16; HeLa A3G-eYFP + Vif (tagged APOBEC3G with the HIV-1 protein that degrades it), YFP fluorescence, overnight; Potency, µM (series often up to 46.1 µM), for the others: top-dose activity, negative = active, actives largely listed as inhibitors; 410,000 tested, 0.076% active;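 also: potency is read from the fitted curve at half-maximal effect; % is scaled to controls: 0 for no effect and ±100 for the full control effect; nearly all actives have a fitted effect of over 60% in size; hits raise eYFP signal because A3G escapes Vif-driven loss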
Target sequence (Q9HC16 whole entry, looked up): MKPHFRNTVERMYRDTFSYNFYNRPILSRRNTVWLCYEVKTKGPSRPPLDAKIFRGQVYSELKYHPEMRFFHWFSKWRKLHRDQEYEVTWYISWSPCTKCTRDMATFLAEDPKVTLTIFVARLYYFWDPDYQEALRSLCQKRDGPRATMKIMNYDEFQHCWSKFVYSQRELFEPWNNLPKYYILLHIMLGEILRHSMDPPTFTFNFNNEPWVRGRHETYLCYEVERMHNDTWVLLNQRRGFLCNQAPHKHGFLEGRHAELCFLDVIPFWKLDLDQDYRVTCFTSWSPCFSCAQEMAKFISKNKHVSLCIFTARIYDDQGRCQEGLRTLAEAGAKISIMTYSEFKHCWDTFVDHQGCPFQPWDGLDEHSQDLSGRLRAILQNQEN
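Read-out is eYFP fluorescence (Ex 488/Em 500-530) from Vif-expressing HeLa A3G-eYFP cells; more signal means A3G escaped Vif-mediated degradation. Cells plated overnight, compound pinned in, incubated overnight at 37 deg C.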
Vif-A3F inh: Vif-A3F binding inhibition | 390,000 tested, 0.2% active | Potency, µM (highest dose often 46.1 µM), inactives show top-dose activity, negative = active | HeLa A3F-eYFP + Vif (tagged APOBEC3F with the HIV-1 protein that degrades it), YFP fluorescence increase | AID 602313; also: potency is read from the fitted curve at half-maximal effect; % of control where 0% means no effect; nearly all actives have a fitted effect of over 65% in size
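HeLa cells stably expressing Vif plus C-terminally eYFP-tagged A3F were seeded, incubated overnight at 37 deg C, dosed with compound, incubated overnight again at 37 deg C. Yellow fluorescence (Ex 488/Em 500-530) reported blocked Vif-mediated A3F-eYFP degradation.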
RXFP1 antagonist: blocks the human relaxin receptor RXFP1; Q9HBX9; HEK293-RXFP1, relaxin-stimulated cAMP HTRF, 30 min; stronger effect = lower value; activity change, negative = inhibition, % at 57.5 µM; 350,000 tested, 0.59% active; AID 1259400;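 active = activity change of -60% or lower, but not beyond a set lower limit; inconclusive = change between -60% and -40%, or beyond the set limit; inactive = change above -40%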; also: % is scaled to controls: 0 for no effect and ±100 for the full control effect
D1 potentiator: human D1 dopamine receptor positive modulation | P21728 | HEK293 TREx D1 cells, calcium flux, dopamine EC20 potentiation | potentiation, % at 10 µM | 360,000 tested, 0.036% active | AID 504651; in the data active = potentiation above about 30%; also: 0% is about no effect
GRP78 ERSR act: induces the endoplasmic reticulum stress response in human glioma cells; U87-MG GRP78 promoter luciferase reporter, 16 h; Potency, µM, for inactives: top-dose activation, hits mostly activators; 420,000 tested, 0.02% active; also: potency is read from the fitted curve at half-maximal effect; series mostly up to about 76 µM; % of control where 0% means no effect; nearly all actives have a fitted effect of over 35% in size
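ERSR induction read as luciferase luminescence (Bright-Glo, 10 min at room temperature) in stably transfected human U87-MG glioma cells exposed to compounds for 16 h, using GRP78 as sensor.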
RXFP1 agonist: RXFP1 (human) receptor agonism; Q9HBX9; 370,000 tested, 0.3% active; Potency, µM (top dose mostly 57.5 µM), for inactives: at the top dose activation, usual class: activators; HEK293T-RXFP1 cAMP TR-FRET, 30 min; response scale: percent of porcine relaxin response, buffer zero; also: potency is read from the fitted curve at half-maximal effect; % is scaled to controls: 0 for no effect and ±100 for the full control effect; nearly all actives have a fitted effect of over 60% in size; many of its hits are not listed in these tables
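HEK293T cells stably expressing RXFP1 were pretreated with the PDE4 inhibitor Ro 20174, exposed to compounds for 30 min at 37C, lysed, and cAMP was read by TR-FRET. Data normalized to buffer (basal) and 29 nM porcine relaxin (100%).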
D2 potentiator: D2 dopamine receptor (human) potentiation. HEK293 T-REx D2, calcium flux, EC20 dopamine potentiation. potentiation, % at 10 µM. 340,000 tested, 0.34% active. AID 485347;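 active = potentiation over 3 SD above the plate norm, cut at about 30% in these data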; also: 0% is about no effect
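Primary screen. Calcium kinetics in induced HEK293 T-REx D2 cells: compound pre-addition 180 s, EC20 dopamine, 180 s more.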
* hit, by the source's call; ? = inconclusive; / = no result given. Unless noted, calls follow the shape of the dose curve; as a rule, active = well fitted curve in the direction sought with a large enough effect; inconclusive = small, poorly fitted or top-dose-only effect, or another doubt; inactive = no such curve, though single readings can be large; an effect the other way counts as inactive or inconclusive.

SMILES	D1 antagonist	D1 ag	Vif-A3G inh	Vif-A3F inh	RXFP1 antagonist	D1 potentiator	GRP78 ERSR act	RXFP1 agonist	D2 potentiator
COc1ccc(N2CCN(C(=O)c3ccc(CS(=O)(=O)c4ccc(OC)cc4)o3)CC2)cc1	-6.1	1.0	-0.3%	-0.2%	/	-2.5	-4.7%	0.7%	10.4
CCOC(=O)c1cc(S(=O)(=O)Nc2ccccc2OCC)[nH]n1	-6.2	1.4	1.0%	1.5%	/	-1.0	-2.0%	1.0%	3.8
COCCCNC(=O)C1CCN(C(=O)c2cnn(-c3ccccc3)c2-n2cccc2)CC1	9.9	1.4	1.1%	10.3%	/	4.8	-1.9%	0.0%	3.5
COc1ccc(-n2c(C)c(C)c3c(N)ncnc32)cc1	-1.4	-0.4	-0.4%	9.4%	3.1	0.5	-1.9%	3.2%	-10.3
CCN(CC)CCNC(=O)c1cn(C)c2ccc(S(=O)(=O)N(C)C3CCCCC3)cc2c1=O	11.6	5.4	0.1%	-1.7%	-1.6	/	-1.3%	0.0%	/
CCOC(=O)c1cccc(N2C(N)=NC(N)=NC2(C)C)c1	8.9	2.4	-1.3%	-1.1%	-2.0	4.7	-5.4%	1.3%	9.8
O=C(/C=C/c1ccc(Cl)c(Cl)c1)N1CCOCC1	-4.3	3.8	-1.9%	0.1%	0.1	-3.9	-0.6%	1.7%	-5.1
O=C(Nc1ccccc1N1CCCC1)c1ccco1	-22.2	2.4	0.3%	/	-2.6	-9.1	-2.7%	1.1%	-5.8
O=C(NCCCN1CCOCC1)C(=O)NCC1OCCN1S(=O)(=O)c1ccc(Cl)cc1 (configuration not stated)	/	/	-2.9%	-10.8%	4.1	/	-3.1%	/	/
Cc1ccc(OS(=O)Nc2cccc3nccnc23)cc1 (configuration not stated)	-7.0	1.2	-3.8%	-0.1%	-23.9	-1.6	-1.3%	-1.3%	-0.4
CCOC(=O)[C@@H]1[C@H]2COc3ccccc3[C@H]2N2C(=O)N(c3ccc(F)cc3)C(=O)[C@]12C	-1.7	4.3	-0.5%	9.6%	/	2.9	-2.8%	-1.6%	-0.9
O=C(CSc1nnc(CCc2nc3ccccc3[nH]2)n1-c1ccccc1)NCc1ccco1	0.8	1.2	0.1%	3.4%	1.7	-3.6	-3.3%	0.3%	-15.0
COc1ccccc1/C=C/C1=NC(=C\C=C/c2ccccc2)/C(=O)O1	-2.6	22.9	-8.1%	6.3%	-4.2	0.6	-2.0%	3.9%	2.4
Cc1ccc(Cl)cc1NC(=O)C(C)n1nnc2sc3c(c2c1=O)CCCC3 (configuration not stated)	-4.4	2.2	/	/	-7.3	0.2	/	6.3%	-15.7
COc1ccc(OC)c(NC(=O)CCS(=O)(=O)c2cc3c(cc2C)NC(=O)CO3)c1	-16.8	0.2	-0.2%	-2.0%	-2.2	-4.2	-7.4%	0.8%	13.7
O=C(NCCCN1CCOCC1)c1ccccc1NS(=O)(=O)c1ccc(Br)cc1	-0.6	0.7	0.2%	14.2%	-9.3	0.3	-4.7%	-0.3%	24.3
CCOC(=O)C1(CC2CCCCO2)CCN(Cc2ccc(OC)cc2F)CC1 (configuration not stated)	-3.4	2.1	-2.7%	0.1%	1.9	-0.3	-3.5%	-0.1%	-21.3
Cc1ccc(NC(=O)C(C)OC(=O)/C=C/c2ccccc2)cc1 (configuration not stated)	-24.8	1.5	-4.1%	0.3%	2.8	-13.8	3.0%	0.3%	-4.0
CCC(Sc1nc2nccnc2c(=O)n1Cc1ccc(F)cc1)C(=O)NC1CCCCC1 (configuration not stated)	-9.0	2.3	-1.9%	0.1%	1.4	0.5	-1.8%	-1.7%	4.6
Cc1ccc(C(C)NC(=O)COC(=O)C2=COCCO2)cc1C (configuration not stated)	6.8	0.6	1.0%	6.8%	-6.8	1.7	-2.9%	1.5%	-2.7
NNC(=O)c1[nH]c2ccccc2c1-c1ccccc1	6.1	4.2	?	-13.4%	7.6	-10.2	-2.3%	-2.0%	13.7
Cc1ccc(NC(=O)C2CCCN2C(=O)Oc2ccccc2)cc1 (configuration not stated)	-0.6	1.3	0.1%	3.4%	-6.3	-10.9	-1.8%	0.8%	0.6
CCCN(CCC)C(=O)Cn1c(=O)c2sccc2n2c(=S)sc(-c3ccccc3)c12	2.7	-0.1	-3.1%	-2.4%	/	3.5	-2.6%	-0.5%	2.1
Cc1ccnc(NCc2cc(C)ccc2O)c1	-10.3	1.4	-2.5%	1.5%	-4.4	-1.1	2.1%	0.4%	1.1
CCCCNC(=O)c1ccc2c(=O)n(-c3ccccc3)c(=O)[nH]c2c1	-64.5*	1.4	1.4%	-4.7%	-4.5	-1.6	-2.0%	?	-7.0

Two entries from above, set out differently.
The line under a structure holds: D1 antagonist, D1 ag, Vif-A3G inh, Vif-A3F inh, RXFP1 antagonist, D1 potentiator, GRP78 ERSR act, RXFP1 agonist, D2 potentiator
- COc1ccc(-n2c(C)c(C)c3c(N)ncnc32)cc1
 : -1.4, -0.4, -0.4%, 9.4%, 3.1, 0.5, -1.9%, 3.2%, -10.3
- COc1ccc(N2CCN(C(=O)c3ccc(CS(=O)(=O)c4ccc(OC)cc4)o3)CC2)cc1
 : -6.1, 1.0, -0.3%, -0.2%, /, -2.5, -4.7%, 0.7%, 10.4

Other entries:
SMILES	D1 antagonist	D1 ag	Vif-A3G inh	Vif-A3F inh	RXFP1 antagonist	D1 potentiator	GRP78 ERSR act	RXFP1 agonist	D2 potentiator
Cc1cccc(N2CCN(C(=O)CCn3c(=O)[nH]c4ccccc4c3=O)CC2)c1C	-7.2	1.0	-0.9%	1.5%	2.5	-7.0	-5.3%	-2.2%	-2.2
COc1ccc(C(=O)NC(=S)NNC(=O)COc2ccccc2)cc1	5.8	3.7	-10.7%	-22.1%	-7.1	-0.4	-8.3%	0.4%	18.1
O=C(NCc1ccccn1)c1ccc(N2CCCC2)c([N+](=O)[O-])c1	-4.1	1.0	-7.9%	10.1%	-5.1	-3.0	-0.9%	0.9%	/
Cc1ccc(C2C3CSCC=C3C(C#N)=C(N)C2(C#N)C#N)cc1 (configuration not stated)	27.0	5.0	-23.0%	?	6.2	2.8	-0.2%	-0.4%	6.6
CCC(=O)Nc1ccc(NC(=O)CSc2nnc(C(C)C)n2C)cc1	-14.7	3.6	1.0%	-3.1%	-2.8	1.6	-4.2%	0.8%	-2.5
CCOC(=O)c1c(C)[nH]c(C)c1C(=O)COC(=O)c1c(OC)cccc1OC	3.3	0.8	0.9%	-1.2%	2.5	-4.2	-0.7%	-0.2%	-0.7
O=C(CCc1ccccc1)NC(=S)Nc1cc(C(F)(F)F)ccc1N1CCOCC1	11.9	0.1	0.7%	?	2.7	-1.5	-4.2%	-1.3%	11.2
CCOC(=O)C(CC)Sc1cc(C)nc2ccc(OC)cc12 (configuration not stated)	-10.5	1.8	-9.6%	0.7%	-22.9	4.2	-5.7%	26.8%	15.6
Cc1ccc(N2CC(C(=O)NC3CCC(C)CC3)CC2=O)cc1 (configuration not stated)	6.2	1.0	0.5%	6.4%	8.6	-1.1	-4.1%	1.6%	1.3
CN(C)S(=O)(=O)c1cccc(NC(=O)c2ccccc2SCC(=O)N2CCCC2)c1	/	/	0.8%	5.3%	-0.7	/	-1.8%	/	/
Oc1ccc(O)c2c1C1c3ccccc3C2c2ccccc21	-0.4	3.2	/	/	/	-5.7	/	3.4%	3.1
O=C(O)CCc1nnc2cnc3ccccc3n12	4.5	-1.2	-0.4%	-1.0%	/	-0.1	-0.5%	19.2%	-3.7
COc1ccc(-n2c(SCC(=O)c3ccc(Cl)cc3)nc3c([nH]c4ccccc43)c2=O)cc1	-11.0	0.6	-3.0%	3.0%	/	-2.6	-2.4%	-0.1%	12.6
COc1ccc(CNC(=O)CCCn2nc(C)n3ccnc3c2=O)cc1	5.4	-0.6	2.5%	4.8%	8.7	-4.5	-4.7%	?	-1.8
O=C(NCc1ccc(Cl)cc1)c1ccc2c(Cl)c3c(nc2c1)CCCC3	8.0	3.7	0.2%	6.6%	/	-6.8	0.0%	-0.2%	9.2
Brc1ccc(CNCCCSc2ncccn2)cc1	0.7	10.5	-2.4%	1.1%	-5.5	-3.6	-1.9%	1.8%	-18.0
CN(C)c1ccc(/C=N/N=C(N)N)cc1[N+](=O)[O-]	1.2	3.2	1.0%	-9.4%	-18.8	-4.7	-6.9%	1.4%	-5.8
CCOC(=O)C1CCN(C(=O)CN(c2ccc(Cl)c(C(F)(F)F)c2)S(C)(=O)=O)CC1	-10.0	1.9	-0.5%	-0.4%	-11.1	-6.7	0.6%	-0.4%	15.3
CC(Oc1ccc(Cl)cc1Cl)C(=O)Nc1ccncc1 (configuration not stated)	-13.0	13.1	-13.2%	/	3.5	0.4	-2.5%	0.0%	-7.0
Cc1ccc(-n2nc3c(=O)n(CCCC(=O)NCc4cccc(Cl)c4)nc(C)c3c2C)cc1	2.8	3.7	0.2%	3.8%	3.5	-0.5	0.3%	4.0%	2.3
CCOc1ccc(N(CC(=O)Nc2cccc(C)c2)S(C)(=O)=O)cc1	-6.9	2.3	2.2%	-7.4%	-2.9	-0.2	-2.8%	-1.3%	7.6
CC1CC(C)CN(C(=S)Nc2ccc(SC(F)F)cc2)C1 (configuration not stated)	-9.4	1.6	0.2%	-21.4%	-17.0	-9.4	-3.1%	0.8%	-7.3
CC(=O)c1cccc(NC(=O)C(C)OC(=O)CCCN=C2NS(=O)(=O)c3ccccc32)c1 (configuration not stated)	6.6	1.5	-7.3%	16.5%	-19.0	0.8	-3.1%	1.1%	-6.1
Cc1noc(C)c1COC(=O)C1CC(O)CN1S(=O)(=O)c1ccc(Cl)cc1 (configuration not stated)	-18.6	2.2	1.9%	6.1%	-4.9	-5.2	-5.3%	0.3%	-1.9
COc1ccc(NC(=O)C2C3C=CC(O3)C2C(=O)O)cc1 (configuration not stated)	4.2	6.7	1.3%	-0.5%	16.7	-1.8	-3.1%	-0.5%	25.4

5 entries from above, ordered by their value in D1 potentiator, high to low:
Compound,D1 potentiator
CC(Oc1ccc(Cl)cc1Cl)C(=O)Nc1ccncc1 (configuration not stated),0.4
CCOC(=O)C1(CC2CCCCO2)CCN(Cc2ccc(OC)cc2F)CC1 (configuration not stated),-0.3
COc1ccc(-n2c(SCC(=O)c3ccc(Cl)cc3)nc3c([nH]c4ccccc43)c2=O)cc1,-2.6
O=C(/C=C/c1ccc(Cl)c(Cl)c1)N1CCOCC1,-3.9
Oc1ccc(O)c2c1C1c3ccccc3C2c2ccccc21,-5.7

The list is partial; rates above refer to the full screens.
